Efflux pump inh: inhibitors of Candida efflux pumps in yeast, primary screen, S. cerevisiae, Nile Red, multiplex; S. cerevisiae Candida pump triplex; inhibition, % at 10 µM; 0.44% of 330,000 active;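 active = plate passing quality check with inhibition over a set limit, or well fluorescence over plate mean plus 4 SD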;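 also: Nile Red retained in pooled yeast measured as flow cytometry median fluorescence; 0% = buffer negative control and 100% = Enniatin B positive control; higher means more Nile Red kept so more efflux inhibition; some compounds called inactive have numbers as strong as hits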
TPT1 inh: Candida albicans TPT1 enzyme inhibitors, primary screen, biochemical, fluorescence polarization. recombinant caTPT1, FP RNA substrate dephosphorylation. 0.81% of 300,000 active. AID 1962, 2009. inhibition, % at 5 µM;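 active = inhibition above the mean of all tested compounds plus 3 SD, set per screening campaign, cut at about 24% in these data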;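 also: plate controls were DMSO alone for no effect and ferristatin control at 100 nM for full effect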
PP5 primary: PP5 phosphatase inhibitors, primary screen, biochemical, fluorescence; 0.18% of 320,000 active; inhibition, % at 6.7 µM; Serine/threonine-protein phosphatase 5 (Homo sapiens), P53041; purified PP5c, OMFP substrate fluorescence; AID 1987, 2009;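 active = inhibition above the campaign's mean inhibition across all tested compounds plus 3 SD, cut at about 9.5% in these data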;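 also: 0% = DMSO only and 100% = 100 µM cantharidin control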
Target sequence (P53041 whole entry, looked up): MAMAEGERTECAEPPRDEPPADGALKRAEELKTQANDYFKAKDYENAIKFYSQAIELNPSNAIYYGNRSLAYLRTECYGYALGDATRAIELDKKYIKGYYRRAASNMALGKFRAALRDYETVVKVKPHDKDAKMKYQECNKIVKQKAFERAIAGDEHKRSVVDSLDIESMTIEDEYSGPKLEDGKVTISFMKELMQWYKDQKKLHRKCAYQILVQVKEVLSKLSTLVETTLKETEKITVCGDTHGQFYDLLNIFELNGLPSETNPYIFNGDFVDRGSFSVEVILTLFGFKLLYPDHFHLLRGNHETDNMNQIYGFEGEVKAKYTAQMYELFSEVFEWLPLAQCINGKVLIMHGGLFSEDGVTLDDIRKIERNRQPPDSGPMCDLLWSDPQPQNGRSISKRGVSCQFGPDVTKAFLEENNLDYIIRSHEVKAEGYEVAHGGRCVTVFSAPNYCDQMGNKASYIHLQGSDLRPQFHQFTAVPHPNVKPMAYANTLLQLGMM
ZTA counter: blocks Epstein-Barr virus ZTA, an EBNA-1 counter-screen; P03206; ZTA-DNA binding, fluorescence polarization; inhibition, % at 11 µM; 0.15% of 320,000 active; AID 2234; in the data active = inhibition above about 33%
Target sequence (P03206 whole entry, looked up): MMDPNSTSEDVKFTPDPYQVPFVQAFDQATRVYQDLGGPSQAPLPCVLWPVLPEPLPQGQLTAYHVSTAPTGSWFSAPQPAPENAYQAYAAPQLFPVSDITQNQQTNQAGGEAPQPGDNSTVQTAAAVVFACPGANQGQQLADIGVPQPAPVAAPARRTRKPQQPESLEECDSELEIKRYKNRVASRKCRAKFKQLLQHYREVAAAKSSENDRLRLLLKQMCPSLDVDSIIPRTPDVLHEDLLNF
EBNA-1 inh: EBNA-1 DNA-binding inhibitors, primary screen, biochemical, fluorescence polarization | AID 1950, 2009 | inhibition, % at 14.8 µM | 0.34% of 300,000 active; in the data active = inhibition above about 28%
PP1 counter: PP1-alpha phosphatase inhibitors, primary screen, counter-screen for PP5 inhibitor project, biochemical, fluorescence, OMFP substrate, single point | purified PP1alpha | inhibition, % at 6.7 µM | 0.9% of 320,000 active;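 active = inhibition above the mean inhibition of all tested compounds plus 3 SD, computed separately for each screening campaign, cut at about 15% in these data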
Target sequence (P62136 whole entry, looked up): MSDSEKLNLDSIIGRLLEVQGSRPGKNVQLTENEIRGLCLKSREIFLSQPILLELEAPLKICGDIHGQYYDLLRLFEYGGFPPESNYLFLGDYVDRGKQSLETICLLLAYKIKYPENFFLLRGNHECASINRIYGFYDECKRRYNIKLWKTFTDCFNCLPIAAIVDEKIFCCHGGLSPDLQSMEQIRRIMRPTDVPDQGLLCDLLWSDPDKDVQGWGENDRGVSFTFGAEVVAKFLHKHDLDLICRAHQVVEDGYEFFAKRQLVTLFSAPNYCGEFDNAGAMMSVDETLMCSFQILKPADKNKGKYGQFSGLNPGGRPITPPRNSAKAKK
HCV core dimer: inhibitors of HCV core protein dimerization, primary screen, biochemical, TR-FRET, high-throughput; TR-FRET GST/Flag-core106 dimerization, 1536-well; inhibition, % at 5 µM; 0.33% of 300,000 active; AID 1899, 2009;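 active = inhibition above the mean of all tested compounds plus 3 SD, set per screening campaign, cut at about 45% in these data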
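Assay system: tagged HCV core106 pair (GST and Flag); medium: KF-containing HEPES buffer, pH 7.45, DTT, CHAPS, BSA; also added: Eu donor and XL665 acceptor anti-tag antibodies; dosing: 5 µM single dose; timing: compound-protein-antibody incubation 4 h at 22.5 °C; signal: TR-FRET 671 and 617 nm emission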
PREPL inh: PREPL enzyme inhibitors, primary screen, biochemical, fluorescence polarization. Prolyl endopeptidase-like (Homo sapiens), Q4J6C6. recombinant PREPL, fluorescence polarization activity-based probe. inhibition, % at 5.96 µM. 0.68% of 320,000 active. AID 2751, 2010; in the data active = inhibition above about 43%;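 also: 0% = enzyme with DMSO and 100% = wells lacking enzyme; many of its hits are not listed in these tables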
Fh CTSL1 inh: Fasciola hepatica cathepsin L1 inhibitors, primary screen, counter-screen for PFM18AAP inhibitor project, biochemical, QFRET, fluorogenic peptide substrate | recombinant F. hepatica cathepsin L1, Z-Leu-Arg-MCA fluorescence | inhibition, % at 5.96 µM | 0.49% of 300,000 active;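 active = inhibition above the mean of all tested compounds plus 3 SD, set per screening campaign, cut at about 17% in these data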;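 also: 0% = plate median of test compound wells and 100% = 1 µM Z-Phe-Ala-diazomethylketone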
The depositor's hits bear a star.

1	COc1ccc(S(=O)(=O)N2CCCOC2CNC(=O)C(=O)NCc2ccco2)cc1 (stereo not drawn)
2	CC[C@@]12C(=O)N(c3cccc(C)c3)C(=O)N1[C@H](c1ccc(Br)cc1)[C@@H]1C(=O)N(C(C)(C)C)C(=O)[C@@H]12
3	COCCNC(=O)c1cccc(OC2CCN(Cc3ccc(C(=O)OC)cc3)CC2)c1
4	COc1ccc(-n2c(=O)[nH]c3c(C(N)=O)nc(C4CCCCC4)nc32)cc1
5	CC(C)(C)c1cc(C(=O)NCCN2CCCC2)cc(C(C)(C)C)c1
6	COc1ccc(S(=O)(=O)NC(C)C(=O)NCC2CCCO2)cc1OC (stereo not drawn)
7	CCC(NC(=O)c1ccccc1NC(=O)c1ccc(OC)cc1)C(=O)N1CCCC1 (stereo not drawn)
8	Cc1cc(/C(N)=N/OC(=O)c2cccc(Cl)c2)no1
Screen / compound no.	1	2	3	4	5	6	7	8
Efflux pump inh	-0.2	0.3	0.0	0.0	0.9	0.1	0.1	-0.1
TPT1 inh	-3	-2	-1	0	1	-6	-2	-2
PP5 primary	0.5	1.8	-1.9	-1.3	1.3	1.7	-2.6	-1.3
ZTA counter	-30	4	-5	1	4	-8	2	-5
EBNA-1 inh	-4	-1	7	2	4	0	10	6
PP1 counter	1	8	1	0	-1	2	-6	-1
HCV core dimer	9	7	2	8	-8	-21	0	0
PREPL inh	3	-30	-10	1	-1	22	1	-2
Fh CTSL1 inh	-1	-3	0	1	-1	4	-4	-2

Entries of single compounds, quoted from the list. Order of values: Efflux pump inh | TPT1 inh | PP5 primary | ZTA counter | EBNA-1 inh | PP1 counter | HCV core dimer | PREPL inh | Fh CTSL1 inh
CC[C@@]12C(=O)N(c3cccc(C)c3)C(=O)N1[C@H](c1ccc(Br)cc1)[C@@H]1C(=O)N(C(C)(C)C)C(=O)[C@@H]12 is listed with 0.3 | -2 | 1.8 | 4 | -1 | 8 | 7 | -30 | -3
Cc1cc(/C(N)=N/OC(=O)c2cccc(Cl)c2)no1 is listed with -0.1 | -2 | -1.3 | -5 | 6 | -1 | 0 | -2 | -2
COc1ccc(S(=O)(=O)NC(C)C(=O)NCC2CCCO2)cc1OC (stereo not drawn) is listed with 0.1 | -6 | 1.7 | -8 | 0 | 2 | -21 | 22 | 4

Remaining list, next part:
9	Cc1[nH]nc(-c2ccc(OCc3cnn(-c4ccccc4)c3)cc2O)c1Oc1ccc(Cl)cc1
10	Brc1ccc(C2=Nn3c(Cn4nnc5ccccc54)nnc3SC2)cc1
11	CCN1CCN(c2ccc(S(=O)(=O)N3CCCCC3)cc2NC(=O)COc2ccccc2)CC1
12	CCn1nc(NS(=O)(=O)c2ccc(NC(C)=O)cc2)c2cc3ccc(C)cc3nc21
13	O=C1NC(=S)S/C1=C\c1coc2ccc(O)cc2c1=O
14	CN(Cc1nc2c(s1)CCCC2)C(=O)CCc1nnc(-c2ccc3c(c2)OCO3)o1
15	COc1ccc(NC(=O)CSc2nnnn2C)cc1
16	O=C(c1cc2ccccc2oc1=O)N(Cc1ccco1)CC1CCCO1 (stereo not drawn)
Screen / compound no.	9	10	11	12	13	14	15	16
Efflux pump inh	-0.2	0.3	0.0	0.0	0.0	0.4	-0.5	0.0
TPT1 inh	-1	0	-1	2	8	2	0	-3
PP5 primary	2.3	1.0	0.2	-0.9	0.7	-2.2	-0.8	-1.0
ZTA counter	19	-12	4	-13	45*	3	-15	18
EBNA-1 inh	27	-3	-9	-2	11	0	-2	2
PP1 counter	-1	-8	-1	0	8	-1	-5	-2
HCV core dimer	2	5	-59	-21	-1	-1	-3	-2
PREPL inh	4	-73	2	23	-3	17	-6	-2
Fh CTSL1 inh	0	-2	2	1	4	-2	11	-2

17	O=C(O)CCC(=O)NNC(=O)c1cccs1
18	CCN(CC)C(=O)C1CCCN(C(=O)CCn2nnnc2CN2CCOCC2)C1 (stereo not drawn)
19	COC(=O)C1CCN(C(=O)COC(=O)C2CCN(S(=O)(=O)c3ccc(C)c(C)c3)CC2)CC1
20	Cc1cc2cc(CNC(=O)Cc3ccc([N+](=O)[O-])cc3)ccc2n1C
21	Cc1ccc(NC(=O)COC(=O)Cc2csc(-c3ccc(Cl)cc3)n2)cc1C
22	O=C(Oc1ccc(Br)cc1)c1n[nH]c(=O)c2ccccc12
23	Cc1cc(C)c(S(=O)(=O)/N=C2\C=C(NS(=O)(=O)c3ccccc3)C(=O)c3ccccc32)c(C)c1
24	Cc1cccc(C)c1NC(=O)C(NC=O)c1ccc(N(C)C)cc1 (stereo not drawn)
Screen / compound no.	17	18	19	20	21	22	23	24
Efflux pump inh	0.1	0.1	0.0	0.0	-0.2	0.0	0.0	0.1
TPT1 inh	5	-2	-2	-4	1	-2	2	-1
PP5 primary	3.9	2.1	2.7	1.6	2.6	-0.2	5.0	2.1
ZTA counter	5	11	0	4	3	6	-2	-7
EBNA-1 inh	-7	-8	0	7	1	-4	-2	-4
PP1 counter	-6	2	-3	3	3	2	1	-2
HCV core dimer	-2	-4	0	4	2	10	2	-9
PREPL inh	-4	-3	3	22	-28	-4	-5	-2
Fh CTSL1 inh	-5	0	0	1	0	0	-1	-1

25	O=C(Cn1cccc1C(=O)c1ccccc1)NCc1cccnc1
26	O=C(O)/C=C/c1cn(-c2ccccc2)nc1-c1cccs1
27	COC(=O)c1ccccc1NCCO
28	O=C(Oc1ccc(Br)cc1C(=O)/C=C/c1ccccc1F)c1ccco1
29	O=C(N/N=C/c1ccc(Br)cc1)c1cc[n+]([O-])cc1
30	Cc1cccc(/C=C2/SC(=O)N(Cc3ccccc3)C2=O)n1
31	CC12CCC(C(=O)N3CCN(c4ccccc4)CC3)(CC1=O)C2(C)C (stereo not drawn)
32	CC(C)(C)c1ccc(C(=O)NC2CCN(Cc3ccccc3)CC2)cc1
Screen / compound no.	25	26	27	28	29	30	31	32
Efflux pump inh	0.0	0.0	-0.1	0.0	-0.3	-0.1	0.3	0.0
TPT1 inh	-3	1	-2	3	0	0	-2	1
PP5 primary	-2.0	-0.5	1.2	1.4	0.2	2.3	2.2	0.6
ZTA counter	-1	9	1	10	18	-24	-8	0
EBNA-1 inh	4	-4	-3	0	4	7	-5	8
PP1 counter	-4	-3	0	4	-6	1	-1	-2
HCV core dimer	-3	3	9	4	-3	1	-2	-3
PREPL inh	2	5	2	-6	-2	9	15	-2
Fh CTSL1 inh	6	-1	2	-3	2	-2	-1	-3

33	COc1cc(OC)cc(C(=O)OCc2cc3ccccc3[nH]c2=O)c1
34	Cc1ccccc1CSc1nn2c(=O)c(C)nnc2s1
35	Fc1cccc2sc(Nc3nc4cc5c(cc4s3)OCO5)nc12
36	CCN(C(=O)/C=C/c1ccc2c(c1)OCO2)c1ccccc1
37	CCOc1ccc(-n2c(SCC(=O)Nc3nccs3)nnc2-c2ccoc2C)cc1
38	O=C(CCSc1ccccc1)Nc1ccc(OCc2ccccc2)cc1
39	CC(NC(=O)Nc1ccc(Cl)cc1)C(c1cccs1)N1CCOCC1 (stereo not drawn)
40	Cc1cc(C(=O)NC(C)c2ccccc2)c2cc(F)ccc2n1 (stereo not drawn)
Screen / compound no.	33	34	35	36	37	38	39	40
Efflux pump inh	0.0	-0.1	-0.4	-0.1	-0.1	0.1	0.3	-0.2
TPT1 inh	3	0	3	0	-3	-5	1	-3
PP5 primary	-6.8	0.8	4.5	2.2	1.4	-0.7	3.7	-1.6
ZTA counter	-14	-11	5	4	-3	6	-4	-4
EBNA-1 inh	0	5	11	-8	-2	5	1	3
PP1 counter	-11	-1	1	-2	8	0	5	-1
HCV core dimer	-50	-3	-2	-5	6	8	-12	1
PREPL inh	-11	-1	16	3	29	7	7	14
Fh CTSL1 inh	10	-3	2	3	-2	1	-1	0

41	COc1cc(CC(=O)NCC2CCCCC2)cc(OC)c1OC
42	CC(Nc1nc(N2CCNCC2)nc2ccccc12)c1ccccc1 (stereo not drawn)
43	COc1ccc(NC(=O)C2CCC(N3C(=O)C4CCCCC4C3=O)CC2)cc1 (stereo not drawn)
44	CCNc1nc(NCC)n2c(SC(C(=O)Nc3cc(Cl)cc(Cl)c3)c3ccccc3)nnc2n1 (stereo not drawn)
45	Cn1c(=O)[nH]c(=O)c2c1nc(N1CCCC1)n2CCO
46	CCCCNC(=O)c1cc(S(=O)(=O)N2CCCCC2)oc1C
47	CCO[C@@H]1OC(C(=O)O)=C[C@H](C)[C@H]1CCCO
48	COc1ccc(OC)c(C(=O)NC(CC(N)=O)c2ccc(NCC3CC3)c([N+](=O)[O-])c2)c1 (stereo not drawn)
Screen / compound no.	41	42	43	44	45	46	47	48
Efflux pump inh	0.1	0.2	0.1	0.2	-0.1	-0.6	0.0	0.2
TPT1 inh	-3	3	-1	1	1	-6	2	2
PP5 primary	2.8	-1.9	0.9	1.0	1.4	1.6	4.4	5.6
ZTA counter	-10	3	-1	-4	-8	-4	8	-10
EBNA-1 inh	-2	-9	-11	-10	4	-4	-6	2
PP1 counter	0	-1	0	-3	-5	-1	-1	-1
HCV core dimer	0	0	2	13	-3	-10	-1	-4
PREPL inh	-4	5	2	10	-6	3	3	20
Fh CTSL1 inh	-13	1	-1	-2	0	-1	-1	1

Molecules shown so far that contain a nitro group on carbon, in the order listed:
20	Cc1cc2cc(CNC(=O)Cc3ccc([N+](=O)[O-])cc3)ccc2n1C
48	COc1ccc(OC)c(C(=O)NC(CC(N)=O)c2ccc(NCC3CC3)c([N+](=O)[O-])c2)c1 (stereo not drawn)
Screen / compound no.	20	48
Efflux pump inh	0.0	0.2
TPT1 inh	-4	2
PP5 primary	1.6	5.6
ZTA counter	4	-10
EBNA-1 inh	7	2
PP1 counter	3	-1
HCV core dimer	4	-4
PREPL inh	22	20
Fh CTSL1 inh	1	1

New compounds follow
49	COC(=O)/C(=C\Nc1ccccc1)NC(=O)c1ccc(Cl)cc1Cl
50	Cc1ccc2c(c1)N(CCC(=O)NCCCN1CCCC1)C(=O)C(C)O2 (stereo not drawn)
51	Cc1ccc(OCC(=O)Nc2ccc(S(=O)(=O)Nc3cc(C)nc(C)n3)cc2)cc1
52	FC(F)(F)c1cccc(NCc2n[nH]c(=S)n2C2CCCCC2)c1
53	CCOC(=O)C1=C(c2ccccc2)NC(SCC(=O)Nc2cccc(C)c2)=C(C#N)C1c1ccco1 (stereo not drawn)
54	CC(C)(C)Nc1nc(Nc2ccc([N+](=O)[O-])cc2)nc(NC(C)(C)C)n1
55	CCC(C)(C)n1nnnc1C(c1ccc(OC)c(OC)c1)N1CCN(c2ccc(OC)cc2)CC1 (stereo not drawn)
56	CCOC(=O)NC(Nc1ncccn1)(C(F)(F)F)C(F)(F)F
57	CC(C)OC(=O)NC(C)(C)COC(=O)Nc1cccc(Cl)c1
Screen / compound no.	49	50	51	52	53	54	55	56	57
Efflux pump inh	0.0	0.0	0.2	-0.3	0.1	0.3	0.1	-0.1	0.2
TPT1 inh	-7	3	-1	-2	-2	5	2	-1	-2
PP5 primary	2.4	1.1	2.0	4.2	5.2	1.2	3.7	-2.7	3.6
ZTA counter	2	9	-8	13	0	-5	-16	-1	-5
EBNA-1 inh	1	-2	-7	5	2	-19	-9	15	-6
PP1 counter	0	1	6	5	10	4	2	-2	-6
HCV core dimer	1	-10	14	-1	17	11	-1	-5	-7
PREPL inh	4	0	-27	-6	9	-19	-2	0	3
Fh CTSL1 inh	16	-3	-2	-3	3	4	0	-1	0

Screening data (PubChem)

Only part of the results is shown; the hit share may differ from the screen's.
